Statin myotox sup – suppressors of statin myotoxicity in C2C12 myotubes, primary screen, cell-based, single point, plate reader. C2C12 myotubes + simvastatin, ATP luminescence, 48 h; scaled: DMSO 0, geranylgeraniol control 100. rescue of ATP level, % at 7.49 µM. 330,000 tested, 0.78% active;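 active means mean ATP rescue above about 67%, or every replicate alone reaching that limit, limit read from the data, passing the limit was not always enough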;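 further: myotubes were challenged with 10 µM simvastatin during compound exposure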
SIRT5 inh – SIRT5 desuccinylase inhibitors, primary screen, biochemical, fluorescence imaging, single point, set 5. NAD-dependent protein deacylase sirtuin-5, mitochondrial (Homo sapiens), Q9NXA8. Purified SirT5, succinyl-peptide AMC, trypsin-coupled fluorescence. inhibition, % at 15 µM. 330,000 tested, 1.1% active; in the data active means inhibition above about 15%
LGR2 antag – inhibitors of bursicon-induced LGR2 CRE-luciferase signal, primary screen, cell-based, HEK293, CRE-luciferase reporter, bursicon stimulation. Drosophila bursicon receptor LGR2 (rickets). bursicon-stimulated, 4 h. inhibition, % at 9.99 µM. 380,000 tested, 0.35% active. AID 720647, 2013;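 active means drop in luminescence signal, shown as inhibition above about 50% in the replicate tests, limit read from the data, passing the limit was not always enough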;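 further: agonist challenge used bursicon conditioned medium at about half maximal strength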
XiGFP reactiv – activators of inactive X chromosome reactivation, primary screen, imaging, XiGFP fibroblasts, GFP high-content imaging, set 2; 360,000 tested, 0.055% active; XiGFP mouse fibroblasts, % GFP-positive cells imaging, 3 d; cells co-treated with 5-aza-dC sensitizer; scaled so ellipticine positive control = 100%; AID 743238, 2013; activation, % at 7.58 µM;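 active means mean normalized replicate activation at least 10% and every replicate at or above 10%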;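 further: 0% = median of on-plate neutral control wells and 100% = ellipticine 6 µM median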
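System: 68-5-11 XiGFP fibroblast line; Timing: 3 days compound exposure; Compound dosing: one concentration, pinned; Benchmarks: positive control ellipticine, 6 µM final; Buffer or medium: DMEM containing 5-aza-dC.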
S100A4 MyoIIA – inhibitors of S100A4-myosin IIA peptide binding, primary screen, biochemical, fluorescence polarization, TAMRA-MyoIIA peptide | Protein S100-A4 (Homo sapiens), P26447 | inhibition, % at 10.7 µM | 360,000 tested, 0.14% active | AID 652163, 2013;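 active means mean inhibition of at least 70% across replicates, with every replicate also reaching that level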
Target sequence (P26447 whole entry, looked up): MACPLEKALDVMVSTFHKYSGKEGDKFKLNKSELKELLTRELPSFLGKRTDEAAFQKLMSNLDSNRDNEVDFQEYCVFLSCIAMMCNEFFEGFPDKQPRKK
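Material: human S100A4 monomer with TAMRA-labelled myosin IIA peptide; buffer or medium: HEPES pH 7.2 with CaCl2, KCl, NaCl, DTT, Triton; compound dosing: one concentration per compound; schedule: 5 min incubation before reading; benchmarks: neutral control DMSO, positive control TFP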
ERAP1 HTS inh – human ERAP1 aminopeptidase inhibitors, primary screen, biochemical, single point, plate reader; 340,000 tested, 0.15% active; inhibition, % at 10.7 µM; Endoplasmic reticulum aminopeptidase 1 (Homo sapiens), Q9NZ08; recombinant ERAP1, Leu-AMC fluorescence, 60 min; AID 652197, 2013;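 active means mean replicate inhibition of at least 30%, or all replicates individually reaching that 30% level; inactive means mean below 30% and not every replicate reaching it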;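 further: 0% = neutral control wells and 100% = L-leucinethiol positive control wells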
Target sequence (Q9NZ08 whole entry, looked up): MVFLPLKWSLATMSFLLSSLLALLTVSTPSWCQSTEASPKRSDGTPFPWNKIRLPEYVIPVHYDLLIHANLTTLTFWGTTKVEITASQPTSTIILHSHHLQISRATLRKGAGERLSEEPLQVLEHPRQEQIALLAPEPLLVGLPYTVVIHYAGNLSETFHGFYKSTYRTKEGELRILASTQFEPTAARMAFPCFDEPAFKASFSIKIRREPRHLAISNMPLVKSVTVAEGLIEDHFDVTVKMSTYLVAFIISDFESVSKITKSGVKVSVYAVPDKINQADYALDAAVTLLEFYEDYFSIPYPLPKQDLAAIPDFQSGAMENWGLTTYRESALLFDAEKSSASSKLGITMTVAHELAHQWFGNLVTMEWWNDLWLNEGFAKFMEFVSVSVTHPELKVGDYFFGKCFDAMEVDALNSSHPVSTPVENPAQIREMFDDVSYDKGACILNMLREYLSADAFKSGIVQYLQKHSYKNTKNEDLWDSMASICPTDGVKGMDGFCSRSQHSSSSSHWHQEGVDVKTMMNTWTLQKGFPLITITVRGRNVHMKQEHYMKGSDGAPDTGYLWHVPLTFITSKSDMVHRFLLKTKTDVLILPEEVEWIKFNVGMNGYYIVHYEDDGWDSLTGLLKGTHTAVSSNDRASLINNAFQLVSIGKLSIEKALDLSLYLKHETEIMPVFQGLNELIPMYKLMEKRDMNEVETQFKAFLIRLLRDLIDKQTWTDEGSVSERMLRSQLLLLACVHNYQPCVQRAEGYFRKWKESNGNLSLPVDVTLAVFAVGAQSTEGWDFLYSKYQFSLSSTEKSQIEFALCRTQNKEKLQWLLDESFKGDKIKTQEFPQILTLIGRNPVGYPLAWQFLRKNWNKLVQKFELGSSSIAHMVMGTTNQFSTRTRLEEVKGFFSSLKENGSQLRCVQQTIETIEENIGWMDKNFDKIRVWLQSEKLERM
Cneo AK release – Cryptococcus neoformans cell lysis inducers, primary screen, AK release luminescence, single concentration; lysis activity, % at 15 µM; C. neoformans lysis, adenylate kinase release luminescence, 4 h; normalised: neutral wells 0, clomiphene wells 100; 360,000 tested, 0.2% active;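 active means mean lysis activity across replicates of at least 80%, whatever share of replicates individually reach that level; inactive means mean lysis activity below 80%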
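Material – log-phase Cryptococcus neoformans yeast cells · Input – 5 × 10^6 yeast cells/mL · Medium – fresh YPD growth medium · Doses – single compound concentration per well · Timing – static 4 h at 37 °C with compound, 1 h detection · Detection – adenylate kinase release luminescence · Read-out – signal increase indicating cell lysis · Control set – Clomiphene as positive lysis control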
PGC1a acetyl inh – inhibitors of PGC1a acetylation signal, primary screen, cell-based, U2OS, AlphaScreen, inhibitor mode; 350,000 tested, 0.17% active; AlphaScreen anti-acetyl-lysine; with virally co-expressed GCN5 acetyltransferase; inhibition, % at 15.6 µM; AID 651687, 2012;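 active means every replicate shows inhibition of at least 40%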;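 further: 0% = neutral control wells and 100% = positive control wells; some results beyond the cut were filed as inactive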
* = called active by the depositor; / = not tested or not shown. A portion of the library; rates above refer to the full screens.

Second line of a record: Statin myotox sup	SIRT5 inh	LGR2 antag	XiGFP reactiv	S100A4 MyoIIA	ERAP1 HTS inh	Cneo AK release	PGC1a acetyl inh
1. CCCCC(=O)Nc1nnc(S(=O)(=O)N2CCCc3ccccc32)s1
  -21	-1	5	0.0	-5	-3	-5	-6
2. O=C(O)CCSCCCN1C(=O)c2cccc3cccc(c23)C1=O
  /	3	6	0.3	-1	10	/	/
3. CC(C)=CCCC(C)CN1CCC(n2nccc2NC(=O)C2CCCC2)CC1 (configuration not stated)
  9	-1	-9	-0.1	-28	-4	4	-13
4. CCC(=O)Nc1ccc2c(c1)OC[C@H](C)N(C(=O)c1ccccc1F)C[C@H](C)[C@@H](OC)CN(C)C2=O
  -1	-2	-22	0.6	2	2	3	/
5. CCOC(=O)CC1C(=O)NCCN1C(=O)COc1ccc(C(C)(C)C)cc1 (configuration not stated)
  16	2	11	0.0	-4	-4	0	-1
6. COc1cc(NS(=O)(=O)c2ccc(NC(=O)c3ccc(F)cc3)cc2)ncn1
  9	-1	0	0.1	-10	7	2	2
7. C[C@@H]1CN([C@@H](C)CO)S(=O)(=O)c2ccc(C3=CCCC3)cc2O[C@@H]1CN(C)C(=O)c1cccnc1
  -8	0	-2	0.0	11	1	3	2
8. CCS(=O)(=O)N1CC2(C1)[C@H](c1ccccc1)[C@H](CO)N2Cc1ccccn1
  /	0	11	0.0	18	-4	/	6
9. Cc1ccc(S(=O)(=O)NC(N)=NCCc2ccccc2)cc1C
  /	0	-20	0.0	-2	-2	/	/
10. Cc1ccccc1Nc1nc(N)nc(COC(=O)c2nn(C)c(=O)c3ccccc23)n1
  1	-1	-8	0.0	2	-6	0	5

Carrying on:
Second line of a record: Statin myotox sup	SIRT5 inh	LGR2 antag	XiGFP reactiv	S100A4 MyoIIA	ERAP1 HTS inh	Cneo AK release	PGC1a acetyl inh
11. COC(=O)CNC(=O)c1ccc(NS(=O)(=O)c2cc([N+](=O)[O-])ccc2Cl)cc1
  /	0	-3	/	-6	/	1	7
12. N/C(=N\N=C/c1ccc(Br)cc1)N/N=C\c1ccc(Br)cc1
  /	-1	5	0.0	-5	0	1	-8
13. O=S(=O)(c1ccccc1)N1CCN(C(=S)Nc2ccc(Br)cc2)CC1
  18	0	11	0.2	-2	1	-1	/
14. C[C@@H]1CN([C@@H](C)CO)C(=O)c2cccc(NC(=O)Nc3ccc(C(F)(F)F)cc3)c2O[C@H]1CN(C)S(=O)(=O)c1cn(C)cn1
  12	-31	-36	0.4	3	-1	-2	1
15. O=C(COC(=O)/C=C/c1ccccc1)Nc1cccnc1Cl
  9	2	-20	-0.1	-1	0	1	-3
16. O=C(NC1CCCC1)c1cc(-c2ccccc2Cl)on1
  -8	-3	-82	0.5	1	-5	-1	/
17. CO[C@@H]1CN(C)C(=O)c2ccc(NS(=O)(=O)c3ccccc3)cc2OC[C@@H](C)N(Cc2nccs2)C[C@@H]1C
  -1	3	-3	0.5	10	2	1	-5
18. C/C(=N/NC(=O)c1nnn(-c2nonc2N)c1CSc1ccc(Cl)cc1)c1ccncc1
  -45	1	6	0.0	-1	1	-2	-2
19. CC(C)CNC(=O)Cn1nc(C(F)(F)F)c2c1CCCC2
  /	-3	-3	0.1	6	0	/	/
20. O=C(C[C@@H]1CC[C@@H]2[C@H](COC[C@@H](O)CN2C(=O)Nc2ccc(Cl)c(Cl)c2)O1)NCc1ccc(F)cc1
  -28	4	8	0.3	-1	4	-5	2

Further compounds:
Second line of a record: Statin myotox sup	SIRT5 inh	LGR2 antag	XiGFP reactiv	S100A4 MyoIIA	ERAP1 HTS inh	Cneo AK release	PGC1a acetyl inh
21. CS(=O)(=O)c1ccccc1C(=O)N(CCC1=CCCCC1)c1c(N)n(Cc2ccccc2)c(=O)[nH]c1=O
  -6	-3	1	0.6	-2	0	2	/
22. COc1ccc(S(=O)(=O)N2CCCC2C(=O)NCC(=O)Nc2cccc(Cl)c2C)cc1 (configuration not stated)
  14	2	-5	-0.1	-2	-2	0	/
23. CCS(=O)(=O)Nc1ccc2c(c1)C(=O)N(C)C[C@@H](OC)[C@@H](C)CN(C(=O)c1ccc3c(c1)OCO3)[C@@H](C)CO2
  -6	2	-14	0.3	5	-1	2	-6
24. CO[C@H](CN(C)C(=O)c1cnccn1)[C@@H](C)CN([C@H](C)CO)S(=O)(=O)c1ccccc1
  6	1	-4	0.3	2	-1	2	2
25. O=C(Nc1ccon1)c1ccc(Cl)c(S(=O)(=O)N2CCCCC2)c1
  -15	0	-1	0.5	-2	-2	2	/
26. CCCCCCCCCCS(=O)(=O)N/N=C/c1ccc([N+](=O)[O-])cc1
  -48	5	-8	/	24	-3	-1	2
27. COCCCNC(=S)N(CCO)Cc1cc2cc3c(cc2[nH]c1=O)OCO3
  -1	0	7	0.0	2	-2	3	-16
28. COCC(C)NC(=O)c1ccccc1[N+](=O)[O-] (configuration not stated)
  20	4	3	-0.5	10	-3	-3	2
29. CCOC(=O)C1CCCN(CCc2ccccc2)C1 (configuration not stated)
  -4	4	2	0.1	1	1	-2	7
30. NC(=O)N(N)c1nc(N2CCCC2)nc(N2CCCC2)n1
  3	-4	-1	0.1	1	-3	2	/

Compound profiles, from the list above.
CCOC(=O)C1CCCN(CCc2ccccc2)C1 (configuration not stated) is entered as Statin myotox sup: -4; SIRT5 inh: 4; LGR2 antag: 2; XiGFP reactiv: 0.1; S100A4 MyoIIA: 1; ERAP1 HTS inh: 1; Cneo AK release: -2; PGC1a acetyl inh: 7
CCS(=O)(=O)Nc1ccc2c(c1)C(=O)N(C)C[C@@H](OC)[C@@H](C)CN(C(=O)c1ccc3c(c1)OCO3)[C@@H](C)CO2 is entered as Statin myotox sup: -6; SIRT5 inh: 2; LGR2 antag: -14; XiGFP reactiv: 0.3; S100A4 MyoIIA: 5; ERAP1 HTS inh: -1; Cneo AK release: 2; PGC1a acetyl inh: -6

Next part:
Second line of a record: Statin myotox sup	SIRT5 inh	LGR2 antag	XiGFP reactiv	S100A4 MyoIIA	ERAP1 HTS inh	Cneo AK release	PGC1a acetyl inh
31. C[C@H](O)C#Cc1cnc2c(c1)C(=O)N([C@@H](C)CO)C[C@H](C)[C@@H](CN(C)Cc1ccc(-c3ccccc3)cc1)O2
  -25	7	-3	-0.5	7	0	7	19
32. Cc1ccc(S(=O)(=O)N2C[C@H](O)COC[C@H]3O[C@@H](CC(=O)NCC4CCCCC4)CC[C@@H]32)cc1
  9	-2	10	0.0	13	4	-1	1
33. CC(C)CNS(=O)(=O)c1ccc(CC(C)C)cc1
  /	-2	/	0.0	4	-4	/	-5
34. CCCC#Cc1ccc2c(c1)[C@@H]1[C@@H](CCN1S(=O)(=O)c1ccccc1)[C@@H](CO)N2C
  39	/	10	0.0	/	/	9	1
35. CCOC(=O)C1CCN(C(=O)c2ccc(S(=O)(=O)Nc3ccccc3Cl)cc2)CC1
  -1	-2	7	-0.1	-1	-2	-2	/
36. Cn1cnnc1SCC(=O)Nc1ccc2ccccc2c1
  3	-1	-1	-0.1	-2	5	0	-8
37. C[C@@H]1CN([C@H](C)CO)C(=O)c2cc(N(C)C)ccc2O[C@@H](C)CCCCO[C@@H]1CN(C)C(=O)CCCN(C)C
  23	-5	19	0.0	-9	-2	-2	22
38. CCc1nc2ccc(C(=O)N(CC)CCN(C)C)cn2c1N(C)Cc1cccs1
  -24	-4	0	0.4	1	-2	4	/
39. Cc1cc(OC(=O)c2cccc(Br)c2)c([N+](=O)[O-])c(=O)[nH]1
  -5	2	2	0.4	-4	-3	-1	13
40. CC(=O)N1CCc2c(sc(NC(=O)CCS(=O)(=O)c3ccccc3)c2C#N)C1
  0	-3	-3	0.0	3	-1	0	/

(continued)
Second line of a record: Statin myotox sup	SIRT5 inh	LGR2 antag	XiGFP reactiv	S100A4 MyoIIA	ERAP1 HTS inh	Cneo AK release	PGC1a acetyl inh
41. CC=Cc1ccc2n(c1=O)C[C@H]1[C@H](CO)[C@@H](C(=O)NCCc3ccccc3)N(CCC)[C@@H]21 (mixture of isomers)
  2	-12	-13	0.0	-8	-2	-1	-8
42. COC(=O)N(C)c1nc2ccccc2s1
  -8	/	-21	/	/	/	-1	5
43. Cc1c(Cl)c([N+](=O)[O-])nn1CCCC(=O)Nc1c(Cl)cccc1Cl
  2	/	6	0.1	/	/	-1	0
44. CCCC(C(=O)NC1CCCC1)N(C(=O)c1snc(C(N)=O)c1N)c1ccc(OCC)cc1 (configuration not stated)
  -61	-2	5	0.0	-4	-2	1	-5
45. COc1cc(/C=N/NC(=O)C(=O)/C=C2\NC(C)(C)Cc3ccccc32)ccc1O
  18	2	-9	-0.2	-6	/	/	-7
46. Cc1csc2nc(COC(=O)c3cccc(N(C)C)c3)cc(=O)n12
  2	1	-124	0.0	7	5	1	5
47. CCC(=O)Nc1cc(C(=O)O)ccc1Sc1ccc(C)cc1
  /	-3	-21	0.0	-1	3	/	/
48. CC(C)(C)c1cc(/C=N/O)cc(C(C)(C)C)c1O
  /	-6	11	-0.1	1	-2	-5	8
49. CC(C)Cc1cc(C(=O)N2CCCC(CO)(Cc3ccc(F)cc3F)C2)n[nH]1 (configuration not stated)
  -4	1	-4	0.0	-2	-3	9	-10
50. COc1ccc(C(=O)C2CCCN(Cc3ccc(C#CCCO)cc3)C2)c(OC)c1 (configuration not stated)
  17	-6	14	0.9	-5	1	-4	28

Next part
Second line of a record: Statin myotox sup	SIRT5 inh	LGR2 antag	XiGFP reactiv	S100A4 MyoIIA	ERAP1 HTS inh	Cneo AK release	PGC1a acetyl inh
51. CCCN1C[C@H](C)[C@H](OC)CN(C)C(=O)c2cc(NC(=O)COC)ccc2OC[C@@H]1C
  -3	/	17	0.2	/	/	43	-4
52. O=C(NCc1ccc(F)cc1)[C@@H]1[C@@H](CO)[C@@H]2Cn3c(cccc3=O)[C@@H]2N1Cc1ccccn1
  12	1	-8	0.3	2	2	-1	4
53. C[n+]1c(/C=C/c2ccc(O)cc2)ccc2ccccc21
  -1	3	-39	0.0	10	11	-2	1
54. O=C(CSc1nc(-c2ccccc2Cl)ns1)Nc1ccc2c(c1)OCO2
  /	-2	-2	0.3	-3	11	2	3
55. Oc1ccc(N=Nc2cccc(Cl)c2)cc1C=Nc1ccc(N2CCOCC2)cc1
  /	1	19	0.1	2	-3	/	/
56. CCOC(=O)c1ccc(NC(=O)c2cccc(S(=O)(=O)N3c4ccccc4CC3C)c2)s1 (configuration not stated)
  /	/	4	0.0	/	/	-3	-12

Bioassay records (PubChem)
